GAA glycogen: qHTS Assay for Inhibitors and Activators of Human alpha-Glucosidase Cleavage of Glycogen | Lysosomal alpha-glucosidase (Homo sapiens), P10253 | recombinant GAA, glycogen substrate, Amplex Red glucose oxidase fluorescence | Potency, µM (titrated, usually from 76.4 µM), without a hit: at the top dose activity change, negative = inhibition, most hits filed as inhibitors | hit rate 0.38% among 300,000 | AID 2100, 2009; active means well fitted inhibition curve with a large enough effect; inconclusive means small, poorly fitted or top-dose-only effect, or another doubt; inactive means no such curve, though single readings can be large or run the other way;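 further: 0% = full enzyme reaction and -100% = no-enzyme basal signal; the screen sought inhibitors and activators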
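Natural-substrate format: glycogen cleavage by 4 nM human enzyme, glucose read by Amplex Red coupling (Ex 573, Em 610 nm). Normalized to enzyme and no-enzyme controls.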
Starred values were filed as active, the others as inactive; u = inconclusive; [ ] = remark or other dose. Potency means the concentration at half of the fitted maximal effect.

SMILES	GAA glycogen
CC(C)(C)c1ccc(C(=O)NCCCNC(=O)c2cccnc2)cc1	-5.7%[76.3 µM]
CCc1ccc(NC(=O)NCc2ccccn2)cc1	3.2%[76.3 µM]
CCOc1ccc(CN2C(=O)c3ccccc3C2=O)cc1C(=O)O	-2.8%
O=C(CSc1nc(O)c(C2CCCCC2)c(=O)[nH]1)Nc1ccc(F)cc1	-16.0%[76.3 µM]
COc1ccc(CCNC(=O)C2CCCN(C(=O)c3ccc(Cl)cc3)C2)cc1 (centres undefined)	-2.2%
CCOC(=O)C(C)NC(=O)CCc1nnc2ccc(N3CCC(C)CC3)nn12 (centres undefined)	4.8%
COC(=O)C1=C(CS(=O)(=O)c2ccc(OC)c(OC)c2)NC(=O)NC1c1ccc(O)c(OC)c1 (centres undefined)	-4.3%[76.3 µM]
COc1ccc2ccccc2c1/C=N/NC(=O)c1ccc([N+](=O)[O-])cc1	4.3%
O=C(CCCc1ccccc1)c1ccccc1	-22.6%[76.3 µM]
CCOc1cc(C(=O)OC(C)C(=O)Nc2ccc(NC(C)=O)cc2)ccc1OCC(=O)N1CCCCC1 (centres undefined)	-1.8%[76.3 µM]
O=C(Nc1ccon1)c1ccc(Cl)c(S(=O)(=O)N2CCCCC2)c1	-2.3%[76.3 µM]
O=C(NCc1ccco1)C1CCCN(S(=O)(=O)c2cc(Cl)ccc2Cl)C1 (centres undefined)	-7.5%[76.3 µM]
O=C(O)c1ccccc1-c1nnc2c(Cl)cc(C(F)(F)F)cn12	1.0%
CCOC(=O)Cc1csc(NC(=O)CSC2=NCCS2)n1	-13.8%[76.3 µM]
CCCn1c(=O)n(CC(=O)NCC2CCCO2)c(=O)c2c3c(sc21)COC(C)(C)C3 (centres undefined)	-0.5%[76.3 µM]
CCN(c1ccc(C)cc1C)S(=O)(=O)c1nnc(NC(=O)C(C)C)s1	-1.3%
CCOc1ncccc1C(=O)NCC(c1ccccc1)N(C)C (centres undefined)	4.6%[76.3 µM]
COC(=O)[C@@H]1Cc2c([nH]c3ccccc23)C(C)N1C(=O)c1ccccc1 (some centres undefined)	3.1%
CC(C)[C@H](N)C(=O)NC[C@H]1CC[C@H](C(=O)N[C@@H](Cc2ccccc2)C(=O)O)CC1	6.3%
C=CCOc1cccc(/C=N/NC(=O)CC(=O)NC2CCCCC2)c1	-3.8%[76.3 µM]
O=C(O)c1ccccc1C(=O)N1CCN(Cc2ccc3c(c2)OCO3)CC1	-3.4%
Cc1ccc2c(c1)N(CC(=O)NC1CCCCCC1)C(=O)c1cccnc1O2	-0.6%[76.3 µM]
Cn1c(CCNS(=O)(=O)c2ccccc2)nc2cc([N+](=O)[O-])ccc21	4.2%[76.3 µM]
O=C1COc2ccc(S(=O)(=O)Nc3cccc(Cl)c3)cc2N1	-9.4%[76.3 µM]
Cc1ccc(NC(=O)CS(=O)CC(=O)N(CC(=O)NC(C)(C)C)c2cccc(C)c2C)cc1 (centres undefined)	11.2%
COc1ccc(-c2cc(=O)oc3cc(OCC(=O)N4CCOCC4)ccc23)cc1	-5.8%
O=C(CSc1ncccc1C(=O)O)Nc1ccc2c(c1)OCCO2	-2.0%[76.3 µM]
COCCCN1C(=O)C(=O)/C(=C(/O)c2ccc(S(=O)(=O)N3CCOCC3)cc2)C1c1ccc(C)cc1 (centres undefined)	-5.5%[76.3 µM]
COc1ccc(CCNC(=O)C2c3ccccc3C(=O)N2CCC(C)C)cc1OC (centres undefined)	-2.4%
O=[N+]([O-])CC(c1ccccc1)P(=O)(c1ccccc1)c1ccccc1 (centres undefined)	1.3%
O=C(COC(=O)c1ccc(Cl)c([N+](=O)[O-])c1)NC1CCCC1	5.5%
Cc1cc(OC(C)C(=O)NCC2CCC(C(=O)O)CC2)c2c(C)cc(=O)oc2c1 (centres undefined)	18.7%[76.3 µM]
COc1ccc(N2CC(C(=O)OCC(=O)Nc3ccccc3C)CC2=O)cc1 (centres undefined)	1.7%
Cc1cc(C)n(CC(=O)NC2CCCc3c2cnn3-c2ccc(C)c(C)c2)n1 (centres undefined)	-0.1%[76.3 µM]
CC(C)COc1cccc(C(=O)Nc2ccc(CN3CCOCC3)cc2)c1	-1.8%
Cc1ccc(C)c(OCCC(=O)NCCc2ccc(Cl)cc2)c1	-15.4%[76.3 µM]
COC(=O)[C@@H](Cc1ccccc1)NC(=O)NCCc1ccc(OC)c(OC)c1	0.4%
CS(=O)(=O)c1ccc(NCCN2CCOCC2)c([N+](=O)[O-])c1	-2.0%
Cc1c(OCC(=O)N[C@@H](Cc2c[nH]c3ccccc23)C(=O)O)ccc2c1oc(=O)c1ccccc12	-4.1%[76.3 µM]
CCOC(=O)N1CCN(C(=O)CN(C)S(=O)(=O)c2ccc(F)cc2)CC1	3.6%
Cn1c(CCN2CCN(c3ccccn3)CC2)nc2cc(NC(=O)COc3ccc(Cl)cc3)ccc21	-4.3%[76.3 µM]
CN(C)CCCNC(=O)c1cc(C(=O)c2cccc(Cl)c2Cl)c[nH]1	0.5%
N#Cc1cccc(NC(=O)c2cncn2-c2ccccc2)c1	3.6%
COc1ccc(CN(C)c2ncnc3sccc23)c(OC)c1OC	-1.2%
Cn1cc(Cl)c(/C(N)=N/OC(=O)c2ccccc2C(F)(F)F)n1	-4.9%[76.3 µM]
Cc1cc2oc(=O)cc(CN3CCN(Cc4ccccc4)CC3)c2cc1C	-10.1%
COC(=O)CC1C(=O)NCCN1C(=O)c1cc(OC)c(OC)cc1OC (centres undefined)	4.7%
Cc1cccc(CC(=O)NCCN2CCOCC2)c1	-2.6%[76.3 µM]
COC(=O)C1CCN(C(=O)c2ccc3nccnc3c2)CC1	-2.4%[76.3 µM]
COc1cc(/C=C2/SC(=S)N(Cc3ccccc3)C2=O)ccc1OS(C)(=O)=O	0.6%
O=C(O)CC(NC(=O)C12CC3CC(CC(C3)C1)C2)c1ccc(F)cc1 (centres undefined)	4.2%
O=C(CCN1C(=O)/C(=C/c2ccccc2Cl)SC1=S)NC1CCS(=O)(=O)C1 (centres undefined)	-2.0%[76.3 µM]
O=C(COc1c(Cl)cccc1Cl)Nc1ccccc1N1CCCC1	0.1%[76.3 µM]
O=C1[C@@H]2Cc3c([nH]c4ccccc34)C(c3cccc(Br)c3)N2C(=O)CN1C1CCN(Cc2ccccc2)CC1 (some centres undefined)	1.0%
COc1ccc(OC)c(S(=O)(=O)NC(C)c2cnn(-c3ccccn3)c2C)c1 (centres undefined)	1.2%[76.3 µM]
O=[N+]([O-])c1cc(S(=O)(=O)NCCN2CCOCC2)ccc1Cl	-0.1%
Cc1nn(C(C)C(=O)NCCCN2CCCCC2C)c(=O)c2c1sc1ccccc12 (centres undefined)	-4.5%[76.3 µM]
Cc1nc(C)n(CC(C)C(=O)N2CCN(S(=O)(=O)c3ccc(Cl)cc3)CC2)n1 (centres undefined)	-14.2%
COc1ccc(NC(=O)/C(C#N)=C/c2cccnc2)c(OC)c1	-4.0%[76.3 µM]
COc1cccc2cc(-c3cc(=O)oc4ccc(O)cc34)oc12	4.2%
(next part)
SMILES	GAA glycogen
Cc1ccc(N(C(=O)c2csnn2)C(C(=O)NC2CCCC2)c2ccncc2)c(C)c1 (centres undefined)	2.9%
COc1ccc(C(C(=O)NC(C)(C)C)N(C(=O)CCC(=O)Nc2cc(C)on2)c2cccc(F)c2)cc1 (centres undefined)	1.9%
COc1ccc(C)cc1N(C(=O)CNC(=O)c1ccco1)C(C(=O)NCC1CCCO1)c1ccccc1 (centres undefined)	9.8%
COc1ccc(F)c(-c2nc(CN3CCN(C(=O)c4ccco4)CC3)c(C)o2)c1	-2.0%[76.3 µM]
CCOc1ccc(CNc2ccc3c(c2)ncn3C(C)(C)C)cc1	u
CCN(CC(=O)NCc1ccncc1)S(=O)(=O)c1ccc(OC)cc1	-8.8%[76.3 µM]
CN(Cc1ccco1)C(=O)c1ccc(OC2CCN(Cc3ccccn3)CC2)cc1	-3.3%[76.3 µM]
COc1ccc(CCNC(=O)NS(=O)(=O)c2ccc(C)cc2)cc1OC	-7.7%
COc1ccc(Nc2cc3n(c(=O)n2)CCc2cc(OC)c(OC)cc2-3)cc1	-3.9%
CCc1ccc(NC(=O)/C(C#N)=C/c2ccncc2)cc1	0.8%[76.3 µM]
COc1ccc(N(CC(=O)NCCSc2ccccc2)S(=O)(=O)c2ccccc2)cc1OC	-3.4%[76.3 µM]
Cc1cc(OC(C)C(=O)NCc2cccnc2)c2c(C)c(Cc3ccccc3)c(=O)oc2c1 (centres undefined)	0.7%[76.3 µM]
Cc1ccc2ccc(S(=O)(=O)NCc3ccccn3)cc2c1	0.6%
COCCC(=O)N1CCC(Oc2ccc(C(=O)N3C[C@@H](C)O[C@@H](C)C3)cc2)CC1	-1.1%[76.3 µM]
COc1cc(/C=C/C(=O)O)cc(S(=O)(=O)Nc2ccccc2C(=O)NCCc2ccccc2)c1OC	4.8%
O=C(O)C(Cc1ccc(O)cc1)N1C(=O)c2ccccc2C1=O (centres undefined)	-6.8%
CCOc1ccc(NC(=O)c2nc(SCC)ncc2Cl)cc1	-11.9%
CCOc1ccc(N2CC(C(=O)N3CCN(C(=O)c4ccco4)CC3)CC2=O)cc1 (centres undefined)	2.1%
CC1(C)Cc2c(cnn2-c2cccc(F)c2)C(NC(=O)c2ccc[n+]([O-])c2)C1 (centres undefined)	4.1%[76.3 µM]
Cc1ccc(NC(=O)C2CCN(C(=O)c3ccco3)CC2)cc1C	-0.1%
Nc1c(C(=O)Nc2ccccc2Cl)nnn1-c1ccc2c(c1)OCCO2	1.4%[76.3 µM]
O=[N+]([O-])c1ccc(O)c(-c2cc(C(F)(F)F)nc(-c3ccccc3)n2)c1	-0.6%
Cn1c(O)c(N=NC(=O)CNC(=O)c2ccccc2)c2ccccc21	-8.3%
CCCCC(=O)Nc1c(-c2cccc(OC)c2)c(=O)c2ccccc2n1C	-6.7%
COC(CNC(=O)C1CCN(S(=O)(=O)c2cccc3nsnc23)CC1)OC	3.1%[76.3 µM]
COc1ccccc1CC(=O)Nc1ccc(NC(=O)c2cccs2)cc1	-3.5%[76.3 µM]
CCCn1c(NC(=O)C2CCN(C(=O)c3ccc(F)cc3)CC2)nc2ccccc21	-2.1%[76.3 µM]
O=C(c1ccc(NS(=O)(=O)c2ccccc2)cc1)N1CCCCCC1	-6.4%[76.3 µM]
O=C1NN(c2cccc(Br)c2)C(=O)/C1=C\c1ccc(N2CCOCC2)cc1	-0.2%
COc1ccc(/C=N/NC(=O)c2ccc3c(c2)OCCO3)c(OC)c1	-11.0%[76.3 µM]
COc1ccc(C(CC(=O)Nc2cc(C)ccn2)N2Cc3ccccc3C2=O)cc1 (centres undefined)	-2.4%
Nc1nnc(SCC(=O)N2CCCCC2)s1	2.4%[76.3 µM]
CC1CCCC(C)N1C(=O)COC(=O)c1ccc(F)c(S(=O)(=O)N2CCOCC2)c1 (centres undefined)	0.9%[76.3 µM]
COc1cccc(/C=N\NC(C)=O)c1OC/C=C/c1ccccc1	-0.8%[76.3 µM]
COc1ccc(C(=O)NCCCOc2cccnc2)cc1OC1CCN(C(C)=O)CC1	2.4%[76.3 µM]
CC(=O)Nc1ccc(NC(=O)[C@@H](NC(=O)N2C[C@H]3C[C@@H](C2)c2cccc(=O)n2C3)C(C)C)cc1	16.6%[76.3 µM]
CC1CC2(CCCC2)Nc2ccc(F)cc21 (centres undefined)	-8.0%
CCCc1cc(=O)oc2cc(OCC(=O)Nc3ccc(CN4CCOCC4)cc3)c(Cl)cc12	-6.8%[76.3 µM]
COc1ccc(CCN2CC(C(=O)N(C)CC(=O)Nc3cccc(F)c3)CC2=O)cc1OC (centres undefined)	-0.4%[76.3 µM]
CN(C)CCN(C(=O)c1ccc2ccccc2c1)c1nc2c(F)cccc2s1	1.8%[76.3 µM]
COCCNC(=O)C1CCC(CNS(=O)(=O)c2ccccc2)CC1 (centres undefined)	-1.9%
Cc1ccc(C(=O)COC(=O)COc2ccccc2C)cc1	0.6%[76.3 µM]

Ordered by number of heavy atoms (ascending): part of the list above.
SMILES	GAA glycogen
Nc1nnc(SCC(=O)N2CCCCC2)s1	2.4%[76.3 µM]
Cc1ccc(C(=O)COC(=O)COc2ccccc2C)cc1	0.6%[76.3 µM]
COCCNC(=O)C1CCC(CNS(=O)(=O)c2ccccc2)CC1 (centres undefined)	-1.9%
O=C(c1ccc(NS(=O)(=O)c2ccccc2)cc1)N1CCCCCC1	-6.4%[76.3 µM]
Nc1c(C(=O)Nc2ccccc2Cl)nnn1-c1ccc2c(c1)OCCO2	1.4%[76.3 µM]
CCCCC(=O)Nc1c(-c2cccc(OC)c2)c(=O)c2ccccc2n1C	-6.7%
CN(C)CCN(C(=O)c1ccc2ccccc2c1)c1nc2c(F)cccc2s1	1.8%[76.3 µM]
COc1ccc(C(CC(=O)Nc2cc(C)ccn2)N2Cc3ccccc3C2=O)cc1 (centres undefined)	-2.4%
COc1ccc(C(=O)NCCCOc2cccnc2)cc1OC1CCN(C(C)=O)CC1	2.4%[76.3 µM]
CCCc1cc(=O)oc2cc(OCC(=O)Nc3ccc(CN4CCOCC4)cc3)c(Cl)cc12	-6.8%[76.3 µM]
CC(=O)Nc1ccc(NC(=O)[C@@H](NC(=O)N2C[C@H]3C[C@@H](C2)c2cccc(=O)n2C3)C(C)C)cc1	16.6%[76.3 µM]

Screening data deposited in PubChem by National Center for Advancing Translational Sciences (NCATS).

Only part of the results is shown; count on the stated rates, not on these rows.
